Anesthetic bind = qHTS Assay for Identification of Novel General Anesthetics | Potency, µM (doses to about 77.5 µM), without a hit: at the highest dose activity change, negative = displacement, actives largely listed as inhibitors | Ferritin light chain (Equus caballus), P02791 | apoferritin/1-aminoanthracene competitive binding, fluorescence | 350,000 compounds, 0.074% hits; note: potency is the fitted concentration of half-maximal effect; % is set by controls: 0 for no effect and ±100 for the full control effect; nearly all actives have a fitted effect of over 20% in size
Target sequence (P02791 2-175 limits assumed): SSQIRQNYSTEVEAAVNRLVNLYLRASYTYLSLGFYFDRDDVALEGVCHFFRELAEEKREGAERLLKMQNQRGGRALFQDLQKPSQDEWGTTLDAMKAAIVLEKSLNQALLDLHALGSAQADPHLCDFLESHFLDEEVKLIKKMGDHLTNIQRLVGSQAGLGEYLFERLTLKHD
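Concentration-response curves derived by four-parameter Hill fitting of normalized fluorescence, where compounds displaced 1-AMA from 10 uM horse apoferritin following a brief 10 min room-temperature incubation; propofol titration acted as positive control.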
POLH inh = qHTS for Inhibitors of Polymerase Eta. DNA polymerase eta (Homo sapiens), Q9Y253. recombinant Pol eta, fluorescent DNA replication assay. Potency, µM (series often up to 114 µM), without a hit: at the highest dose activity change, negative = inhibition, hits mostly inhibitors. 390,000 compounds, 1.2% hits. AID 588591, 2011; note: potency is the fitted concentration of half-maximal effect; % is set by controls: 0 for no effect and ±100 for the full control effect
Target sequence (Q9Y253 whole entry, looked up): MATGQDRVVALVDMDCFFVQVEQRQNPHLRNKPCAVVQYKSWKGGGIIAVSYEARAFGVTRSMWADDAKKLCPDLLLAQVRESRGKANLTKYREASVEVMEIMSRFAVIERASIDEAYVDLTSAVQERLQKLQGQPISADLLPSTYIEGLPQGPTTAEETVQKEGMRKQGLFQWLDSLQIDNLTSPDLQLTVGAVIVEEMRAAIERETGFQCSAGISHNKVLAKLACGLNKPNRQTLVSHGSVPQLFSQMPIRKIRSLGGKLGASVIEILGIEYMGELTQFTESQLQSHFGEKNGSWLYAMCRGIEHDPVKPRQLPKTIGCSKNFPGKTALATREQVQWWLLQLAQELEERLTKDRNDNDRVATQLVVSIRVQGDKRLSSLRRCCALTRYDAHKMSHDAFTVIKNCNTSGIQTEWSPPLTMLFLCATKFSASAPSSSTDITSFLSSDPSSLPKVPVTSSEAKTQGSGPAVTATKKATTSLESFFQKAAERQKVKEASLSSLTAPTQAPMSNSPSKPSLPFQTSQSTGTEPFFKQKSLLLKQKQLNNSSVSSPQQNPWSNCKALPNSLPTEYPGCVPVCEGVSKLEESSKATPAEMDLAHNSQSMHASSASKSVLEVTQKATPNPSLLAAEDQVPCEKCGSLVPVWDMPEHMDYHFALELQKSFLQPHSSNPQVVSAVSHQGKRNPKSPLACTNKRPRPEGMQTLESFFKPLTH
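Pol eta at 10 nM preincubated with compounds 15 min at room temperature; reaction started with fluorescent substrate (50 nM final) and read kinetically at 0 and 10 min.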
ALOX12 inh = Primary qHTS assay for inhibitors of human arachidonate 12S-lipoxygenase (ALOX12): Round 2. purified 12hLO, xylenol orange hydroperoxide absorbance. Potency, µM (top dose mostly 108 µM), inactives show top-dose activity change, negative = inhibition, usual class: inhibitors. 580,000 compounds, 1.1% hits; note: potency is the fitted concentration of half-maximal effect; % is set by controls: 0 for no effect and ±100 for the full control effect
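Purified human 12hLO at 150 nM in 25 mM Hepes, 0.01% Triton X-100, pH 7.0, preincubated 15 min at room temperature with compound. Reaction started with 40 uM arachidonic acid, 30 min at room temperature. Hydroperoxide measured by Fe-xylenol orange, 573/405 nm absorbance ratio.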
LDHA block = qHTS assay for inhibitors of human lactate dehydrogenase; purified LDHA, NADH/diaphorase-resazurin fluorescence; stronger effect = lower value; activity change, % (values are at about 110 or 230 µM); 480,000 compounds, 0.15% hits; in the data active = activity change below about -30%; inconclusive = mostly about -25% to -30%;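 note: plate controls were DMSO wells for no effect and wells without enzyme for full effect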
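Remaining NADH was detected by diaphorase (0.133 mg/mL) converting 37 µM resazurin to fluorescent resorufin, read at 0 and 20 minutes. The preceding 5-minute room-temperature reaction used 2 nM LDHA, 0.2 mM sodium pyruvate and 0.06 mM NADH at pH 7.4.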
RGS4 inhibitor = Inhibitors of Regulator of G Protein Signaling (RGS) 4: qHTS. Transcreener GDP fluorescence polarization, RGS4-accelerated GTP hydrolysis. Potency, µM (series often up to 114 µM), for the others: at the top dose activity change, negative = inhibition, most hits filed as inhibitors. 390,000 compounds, 0.039% hits. Regulator of G-protein signaling 4 (Homo sapiens), P49798; note: potency is the fitted concentration of half-maximal effect; % is set by controls: 0 for no effect and ±100 for the full control effect; nearly all actives have a fitted effect of over 75% in size; some results filed as inactive show a strong effect at the top dose
Target sequence (P49798 whole entry, looked up): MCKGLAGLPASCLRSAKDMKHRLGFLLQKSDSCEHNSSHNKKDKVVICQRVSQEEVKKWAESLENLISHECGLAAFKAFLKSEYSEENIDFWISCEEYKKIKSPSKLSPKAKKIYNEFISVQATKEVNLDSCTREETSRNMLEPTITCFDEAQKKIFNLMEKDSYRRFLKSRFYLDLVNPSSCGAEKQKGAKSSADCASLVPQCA
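MLSMR compounds (23 nl, pin-transferred) preincubated 10 min at room temperature with a 500nM (2x) first reagent, then RGS4 at 900nM (2x) plus Transcreener GDP mix added; fluorescence polarization (620/688 nm) read before and after 90 min at 30 °C.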
Pol beta inh = qHTS Assay for Inhibitors of DNA Polymerase Beta. 340,000 compounds, 1.3% hits. Potency, µM (highest dose often 114 µM), for inactives: at the highest dose activity change, negative = inhibition, most hits filed as inhibitors. Pol beta primer extension/strand displacement, fluorescence kinetic. P06746; note: potency is the fitted concentration of half-maximal effect; % is set by controls: 0 for no effect and ±100 for the full control effect
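10 nM enzyme + cpd, 15 min RT; start with substrate 50 nM final; read 0 min and after 10 min RT. Corrected, normalized data; 4-parameter Hill curve fit.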
POLK inh = qHTS for Inhibitors of Polymerase Kappa; DNA polymerase kappa (Homo sapiens), Q9UBT6; purified Pol kappa, fluorescent DNA synthesis assay, 10 min; Potency, µM (highest dose often 107 µM), for inactives: top-dose activity, negative = inhibition, usual class: inhibitors; 400,000 compounds, 0.53% hits; AID 588579, 2011; note: potency is the fitted concentration of half-maximal effect; % is set by controls: 0 for no effect and ±100 for the full control effect
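Pol kappa 10 nM + cpd, 15 min RT; start w/ substrate 50 nM final; fluorescence kinetic read, 0 and 10 min. Neg ctrl: buffer, no enzyme.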
ERG-DNA inh = qHTS for Small Molecule Inhibitors of the ERG Ets/DNA interaction; Transcriptional regulator ERG (Homo sapiens), P11308; fluorescence polarization, His-ERG Ets domain / labelled DNA; Potency, µM (series often up to 76.9 µM), for inactives: at the highest dose FP activity, negative = inhibition, most hits filed as inhibitors; 370,000 compounds, 0.028% hits; AID 624246, 2012; active = well fitted inhibition curve with a large enough effect in the polarisation, with a control signal flat; inconclusive = small, poorly fitted or top-dose-only effect, or effect the other way, or a change in a side signal; inactive = no such curve, though single readings can be large or run the other way; the % refers to the polarisation;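 note: polarization taken with two DNA probes labelled with fluorescein and Texas red; potency is the fitted concentration of half-maximal effect; % of control where 0% means no effect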
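His-tagged ERG Ets domain (1 uM in the protein solution; 300mM KCl, 50mM Tris-HCl, 1mM EDTA, 1mM DTT, pH 7.5) received compound, then a probe mix of 5 nM fluorescein-DNA and 100nM Texas-615-DNA. Fluorescence polarization was read for both dyes.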
APE1 inh = qHTS Assay for Inhibitors of the Human Apurinic/apyrimidinic Endonuclease 1 (APE1) | DNA repair nuclease/redox regulator APEX1 (Homo sapiens), P27695 | recombinant APE1, TAMRA/BHQ-2 abasic DNA cleavage fluorescence | Potency, µM (titrated, usually from 65.8 µM), for the others: at the top dose activity change, negative = inhibition, actives largely listed as inhibitors | 350,000 compounds, 0.35% hits | AID 2517, 2012;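 note: potency is the fitted concentration of half-maximal effect; plate controls were vehicle for no effect and reference inhibitor for full effect; nearly all actives have a fitted effect of over 55% in size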
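Activity was derived from the fluorescence gain between first and third kinetic reads (60 s intervals, ex 525/em 598 nm) after 50 nM THF-abasic TAMRA/BHQ-2 duplex was added to 0.75 nM APE1 preincubated 15 min with compound.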
Active calls of the source: *; u = inconclusive; x = no result given; [ ] = another dose, or the depositor's remark. Unless noted, calls come from the whole dose curve; as a rule, active = well fitted curve in the direction sought with a large enough effect; inconclusive = small, poorly fitted or top-dose-only effect, or another doubt; inactive = no such curve, though single readings can be large; an effect the other way counts as inactive or inconclusive.

1. COc1ccccc1-c1nc2c3c(-c4ccccc4)c(-c4ccccc4)oc3ncn2n1
2. COC(=O)c1cc(CSc2nnc(-c3ccccc3)c(-c3ccccc3)n2)oc1C
3. COc1ccc(/C=N/N2CCOCC2)cc1OCc1ccccc1
4. O=[N+]([O-])c1ccc2[nH]c(=S)[nH]c2c1
5. Clc1cccc(CSc2nnc([C@@H]3CCCN3)o2)c1
6. NS(=O)(=O)c1ccc(CCNC(=O)COC(=O)/C=C/c2ccc(Cl)cc2)cc1
7. COc1ccc(OC)c(N/C(=N/c2nc(C)cc(C)n2)NC(C)=O)c1
8. CCCc1nnc(NC(=O)c2c(O)c3cccc4c3n(c2=O)CC4)s1

| entry no. | 1 | 2 | 3 | 4 | 5 | 6 | 7 | 8 |
| --- | --- | --- | --- | --- | --- | --- | --- | --- |
| Anesthetic bind | -4% | -18% | 1% | x | u | -22% | -4% | -8% |
| POLH inh | -13% | -18% | -19% | -11% | 4% | -13% | 2% | -12% |
| ALOX12 inh | 10% | 445%[activator] | 16% | u | 4% | 1% | -11% | x |
| LDHA block | -2 | -3 | -5 | -6 | 0 | -4 | 8 | -4 |
| RGS4 inhibitor | 7% | u | -4% | -38% | 18% | -14% | -21% | 11% |
| Pol beta inh | 11% | 15% | -13% | x | -13% | -8% | -25% | 0% |
| POLK inh | 0% | -11% | 4% | 0% | -17% | -8% | -7% | -6% |
| ERG-DNA inh | 2% | 7% | -3% | 5% | -12% | 6% | 3% | -7% |
| APE1 inh | x | 13% | 6% | x | -2% | 4% | -3% | 2% |

9. O=C(CSc1ccc2ccccc2n1)NCCCN1CCCC1=O
10. O=C(NNC(=O)C1CCN(S(=O)(=O)c2ccc(Cl)cc2)CC1)c1ccccc1
11. O=C(CN1CCOCC1)Nc1nc(-c2ccccc2Cl)cs1
12. Cc1cc(NC(=O)CSc2nnc(-c3ccccc3)o2)no1
13. COc1ccc(C(=O)NCCCn2ccnc2)cc1
14. O=C1CCCc2nn(-c3ccccc3)c(-c3ccncc3)c21
15. O=C(Cn1ncc(Cl)c(Cl)c1=O)N1CCOCC1
16. Cc1ccccc1OCCCC(=O)Nc1ccc(N2CCOCC2)cc1

| entry no. | 9 | 10 | 11 | 12 | 13 | 14 | 15 | 16 |
| --- | --- | --- | --- | --- | --- | --- | --- | --- |
| Anesthetic bind | x | -3% | -18% | -10% | -19% | -12% | -3% | -14% |
| POLH inh | -13% | -8% | -6% | -19% | 6% | -9% | -18% | 1% |
| ALOX12 inh | -10% | 0% | 14% | 11% | 0% | 11% | 0% | u |
| LDHA block | -6 | 0 | -11 | -1 | 0 | -4 | -7 | 3 |
| RGS4 inhibitor | -8% | -39% | 43% | -2% | 2% | 18% | 2% | 18% |
| Pol beta inh | x | 0% | 42% | 18% | 3% | 1% | 1% | 5% |
| POLK inh | -3% | -6% | -1% | 7% | -4% | -1% | -7% | -14% |
| ERG-DNA inh | -5% | -4% | -8% | 6% | -11% | -2% | -1% | x |
| APE1 inh | -5% | 0% | 9% | 0% | -3% | -6% | -4% | -3% |

17. CCOc1ccc(-c2nc(CSCC(=O)NCCCN3CCCC3=O)c(C)o2)cc1
18. O=[N+]([O-])c1cccc(COc2ccc(CN3CCCCC3)cc2)c1
19. O=C(CSc1ncccn1)N1CCCc2ccccc21
20. CCc1ccc2oc(-c3ccc(C)c(NC(=O)Cc4ccccc4)c3)nc2c1
21. CC(C)(C)n1ncc2c(=O)n(CC(=O)N3CCCC3)cnc21
22. CC(C)Cc1nc(SCC(=O)NCC2CCCO2)c2c(=O)n(C)c(=O)n(C)c2n1 (centres undefined)
23. COC(=O)c1ccc(=O)c2nc3/c(=C/O)c(O)cc(=O)c3[nH]c12
24. CCOC(=O)c1cc(-c2ccccc2)sc1NC(=O)C(C)C

| entry no. | 17 | 18 | 19 | 20 | 21 | 22 | 23 | 24 |
| --- | --- | --- | --- | --- | --- | --- | --- | --- |
| Anesthetic bind | -1% | x | u | 29% | -7% | -1% | -13% | -14% |
| POLH inh | -4% | -8% | -21% | -5% | -17% | -21% | 28µM* | -19% |
| ALOX12 inh | 1% | 11% | 9% | -18% | -7% | 1% | -11% | -17% |
| LDHA block | -2 | -1 | -3 | -2 | -6 | -4 | 7 | -6 |
| RGS4 inhibitor | -5% | -23% | -6% | -16% | 1% | -15% | u | u |
| Pol beta inh | -13% | x | 15% | 1% | 0% | 27% | u | -2% |
| POLK inh | 5% | 0% | -6% | 8% | -1% | 2% | 14µM* | -4% |
| ERG-DNA inh | -15% | -7% | -5% | 8% | -7% | -9% | -3% | -7% |
| APE1 inh | 2% | x | -1% | x | -4% | 2% | u | 0% |

Two of these compounds in a different format.
20: CCc1ccc2oc(-c3ccc(C)c(NC(=O)Cc4ccccc4)c3)nc2c1
  Anesthetic bind = 29%	POLH inh = -5%	ALOX12 inh = -18%	LDHA block = -2	RGS4 inhibitor = -16%	Pol beta inh = 1%	POLK inh = 8%	ERG-DNA inh = 8%	APE1 inh = x
21: CC(C)(C)n1ncc2c(=O)n(CC(=O)N3CCCC3)cnc21
  Anesthetic bind = -7%	POLH inh = -17%	ALOX12 inh = -7%	LDHA block = -6	RGS4 inhibitor = 1%	Pol beta inh = 0%	POLK inh = -1%	ERG-DNA inh = -7%	APE1 inh = -4%

Remaining list, next part:
25. CC(C)c1nnc(SCC(=O)NC(C)(C)C)n1C
26. COc1ccc(Nc2nc3ccccc3n3c(N)nnc23)cc1
27. CCN1CCCC1CNC(=O)Cn1nc(C)n2c(cc3cc(F)ccc32)c1=O (centres undefined)
28. Nc1nnc(SCCCC(=O)c2ccccc2)s1
29. Cc1nc(-c2ccc(F)cc2)c(CC(=O)Nc2cccc(S(=O)(=O)N3CCOCC3)c2)s1
30. COc1cccc(NC(=O)CN(C)C(=O)/C=C/c2cn(Cc3ccccc3)nc2-c2cccnc2)c1
31. CCCCc1ccc(NS(=O)(=O)c2cc3c4c(c2)CC(=O)N4CCC3)cc1
32. CCNC(=O)c1ccc(C)c(-n2c(C)nc3cccnc32)c1

| entry no. | 25 | 26 | 27 | 28 | 29 | 30 | 31 | 32 |
| --- | --- | --- | --- | --- | --- | --- | --- | --- |
| Anesthetic bind | -3% | -1% | 5% | -5% | x | x | -17% | 5% |
| POLH inh | 5% | -25% | 6% | 3% | -22% | u | -6% | -21% |
| ALOX12 inh | 1% | 3% | 36%[activator] | -5% | -23% | -12% | u | -5% |
| LDHA block | -6 | -9 | -2 | -6 | -2 | -5 | 3 | -11 |
| RGS4 inhibitor | 15% | 12% | 11% | -5% | 10% | -34% | 15% | -1% |
| Pol beta inh | 29% | 2% | 23% | 0% | x | x | -8% | 9% |
| POLK inh | -17% | 1% | -8% | -12% | -2% | -9% | -16%[60.1 µM] | -3% |
| ERG-DNA inh | -1% | 1% | -1% | 12% | -3% | -4% | -1% | 2% |
| APE1 inh | 20% | x | -11% | 2% | 8% | 9% | x | x |

33. COC(=O)c1cc(S(=O)(=O)NCCN2CCOCC2)cn1C
34. Cc1ccc(C(=O)N(Cc2ccc(N(C)C)cc2)Cc2ccco2)cc1
35. NC(=O)CN1C(=O)C2(SCC(=O)N2c2cccc(F)c2)c2ccccc21 (centres undefined)
36. Cc1nn(C)cc1S(=O)(=O)Nc1ccc2c(c1)OCCO2
37. Cc1ccc(C(=O)NC(=S)Nc2cccc3nsnc23)cc1
38. Cc1cc(C2=NNC(=NC3CC3)SC2)c(C)n1-c1c(C)n(C)n(-c2ccccc2)c1=O
39. O=C(CCN1C(=O)c2ccccc2C1=O)N1CCC(c2ccccc2)C1 (centres undefined)
40. O=C(CSc1nc2cc(Cl)ccc2o1)c1cccs1
41. O=C(OCC(CO)OC(CO)n1ccc(=O)[nH]c1=O)c1ccccc1 (centres undefined)
42. CCc1c(C)sc(NC(=O)c2cccs2)c1C#N

| entry no. | 33 | 34 | 35 | 36 | 37 | 38 | 39 | 40 | 41 | 42 |
| --- | --- | --- | --- | --- | --- | --- | --- | --- | --- | --- |
| Anesthetic bind | -5% | -6% | -8% | -8% | -4% | -2% | -8% | -23% | -11% | 47%[activator] |
| POLH inh | -10% | x | -5% | -20% | 0% | -4% | -9% | -8% | -5% | u |
| ALOX12 inh | -1% | -18% | -2% | -8% | 80%[activator] | -5% | 0% | 16% | 0% | u |
| LDHA block | 0 | -1 | 1 | -7 | 24 | 5 | -9 | -5 | -1 | -2 |
| RGS4 inhibitor | 9% | 6% | 1% | 4% | -46% | -16% | 8% | -14% | -28% | -45% |
| Pol beta inh | 9% | 0% | 0% | 2% | 14% | 3% | 7% | -2% | 27% | 8% |
| POLK inh | 0% | 0% | -6% | -10% | -4% | -2% | 3% | -7% | 7% | -7% |
| ERG-DNA inh | -7% | -1% | -2% | -7% | -3% | 12% | -10% | -10% | 6% | 22% |
| APE1 inh | 15% | x | x | 2% | -4% | -6% | 4% | 3% | -3% | u |

Screens from PubChem BioAssay.

A portion of the library; rates above refer to the full screens.
